KDM5B inhibitor – blocks human KDM5B histone demethylase activity. Potency, µM (titrated, usually from 57.7 µM), for inactives: at the top dose activity change, negative = inhibition, actives largely listed as inhibitors. 220,000 tested, 2.6% active. Q9UGL1. KDM5B demethylase, FDH-coupled NADH fluorescence (FDH is formaldehyde dehydrogenase); active means well fitted inhibition curve with a large enough effect; inconclusive means small, poorly fitted or top-dose-only effect; inactive means no such curve, though single readings can be large or run the other way; further: 0% is about no effect; nearly all actives have a fitted effect of over 70% in size
Target sequence (Q9UGL1 whole entry, looked up): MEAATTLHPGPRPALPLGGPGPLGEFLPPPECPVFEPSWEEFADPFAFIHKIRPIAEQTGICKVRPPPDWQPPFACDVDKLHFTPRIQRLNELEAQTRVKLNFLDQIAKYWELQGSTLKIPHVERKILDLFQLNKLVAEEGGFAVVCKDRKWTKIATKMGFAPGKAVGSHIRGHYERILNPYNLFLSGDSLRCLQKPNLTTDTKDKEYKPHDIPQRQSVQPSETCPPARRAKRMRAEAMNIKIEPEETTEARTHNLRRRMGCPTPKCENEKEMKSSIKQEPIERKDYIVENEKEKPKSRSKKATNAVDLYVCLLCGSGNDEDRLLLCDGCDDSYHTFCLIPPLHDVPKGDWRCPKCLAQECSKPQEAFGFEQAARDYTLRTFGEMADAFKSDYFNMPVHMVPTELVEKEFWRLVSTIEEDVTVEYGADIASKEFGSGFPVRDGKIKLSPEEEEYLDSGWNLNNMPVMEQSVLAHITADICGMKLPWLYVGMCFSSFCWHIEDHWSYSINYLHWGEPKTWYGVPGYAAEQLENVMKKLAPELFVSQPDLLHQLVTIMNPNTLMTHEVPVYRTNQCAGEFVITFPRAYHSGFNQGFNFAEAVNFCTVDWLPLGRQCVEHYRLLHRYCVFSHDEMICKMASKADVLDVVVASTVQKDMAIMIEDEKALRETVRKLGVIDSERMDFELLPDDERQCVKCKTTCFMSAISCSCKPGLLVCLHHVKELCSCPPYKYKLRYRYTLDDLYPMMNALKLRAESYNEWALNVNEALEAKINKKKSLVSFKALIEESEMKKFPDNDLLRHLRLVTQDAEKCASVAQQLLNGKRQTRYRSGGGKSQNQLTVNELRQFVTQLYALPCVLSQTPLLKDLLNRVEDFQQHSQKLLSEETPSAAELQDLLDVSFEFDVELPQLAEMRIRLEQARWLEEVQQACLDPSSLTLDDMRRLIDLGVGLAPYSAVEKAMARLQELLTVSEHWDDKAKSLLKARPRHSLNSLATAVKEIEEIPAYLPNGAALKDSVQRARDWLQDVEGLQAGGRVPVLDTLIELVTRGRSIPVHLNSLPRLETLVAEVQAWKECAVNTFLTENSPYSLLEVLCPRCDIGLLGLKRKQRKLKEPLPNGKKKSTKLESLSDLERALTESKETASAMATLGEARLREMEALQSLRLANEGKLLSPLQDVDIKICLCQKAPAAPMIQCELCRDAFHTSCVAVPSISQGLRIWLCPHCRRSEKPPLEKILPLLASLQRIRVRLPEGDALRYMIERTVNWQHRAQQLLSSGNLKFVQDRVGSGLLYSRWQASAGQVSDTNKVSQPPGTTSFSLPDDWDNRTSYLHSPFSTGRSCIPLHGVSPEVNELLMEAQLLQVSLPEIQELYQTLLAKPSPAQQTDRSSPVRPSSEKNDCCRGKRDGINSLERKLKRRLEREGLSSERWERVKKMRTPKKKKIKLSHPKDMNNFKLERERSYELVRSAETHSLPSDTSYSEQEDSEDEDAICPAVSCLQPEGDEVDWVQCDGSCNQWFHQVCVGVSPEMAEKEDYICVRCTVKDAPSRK
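Compound dilutions met 200 nM (final) KDM5BΔAP for 10 min at room temperature before substrate addition. The substrate mix held 12.5 µM H3K4me3 with cofactors 25 µM α-ketoglutarate and 50 µM Fe²⁺. NADH signal gain over 30 min defined activity.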
* = called active by the depositor; ? = inconclusive; [ ] = remark or other dose. Potency means the concentration at half of the fitted maximal effect. Not all compounds are listed; count on the stated rates, not on these rows.

SMILES	KDM5B inhibitor
Cc1ccc2nc3c(c(Nc4ccc(C)c(C)c4)c2c1)CCC3	-37.2%
CS(=O)(=O)c1ccc(C(=O)N(Cc2ccco2)Cc2cccs2)cc1	5.5%
CNC(C)c1cccc(OC)c1 (stereo unspecified)	7.5%[230 µM]
COc1ccc(Nc2ccc3c(n2)CN(Cc2ccccc2)C(=O)CO3)cn1	-29.8%[86.2 µM]
O=C(Nc1ccccc1)[C@@H]1C[C@H](c2ccc(F)cc2)N([S+](=O)([O-])C2CC2)C1	-13.1%[86.2 µM]
CNCC(=O)N[C@@H]1C=C(C(=O)N[C@H](CC(C)C)C(N)=O)C[C@@H](O)[C@@H]1O	?
CCc1csc(CNC2CCN(C(=O)c3ccccc3)CC2)n1	-20.9%
COc1cccc(OC)c1C(=O)Nc1ccc2oc(-c3ccc(F)cc3)nc2c1	?
CC(C)CCNC(=O)c1c(OCC2CC2)cc(=O)n2c1CCCCC2	18.8%
Cc1cc(C)nc(N2CC3(COCC(=O)N(Cc4cccc(OC(F)(F)F)c4)C3)C2)n1	?
COc1ccc2[nH]c3c(c2c1)CCN(C)C31CCN(C(=O)c2cn(C)cn2)CC1	25.1µM*
COCCn1c(C)nnc1-c1cc(-c2cccc(N(C)C)c2)ccn1	0.9%[86.2 µM]
COc1ccc(C2=NS(=O)(=O)N(C)C(C(=O)Nc3ccc(OC(F)(F)F)cc3)=C2)cc1	-23.8%
COc1cc(F)ccc1-c1ccc(COc2ccc3c(cnn3CCC(=O)O)c2)cc1	-20.4%[86.2 µM]
Cc1cccc(NC(=O)C2CCCN(c3nnc(-n4c(C)ccc4C)s3)C2)c1C (stereo unspecified)	-59.3%
CC(=O)NNC(=S)Nc1cc(Cl)cc(Cl)c1	31.3%
CCn1cc(C(=O)N2C[C@@H](CO)[C@H](c3ccccn3)C2)cn1	-0.2%
CCc1ccc(Sc2cc(C(=O)NC3CCCC3)c3ccccc3n2)cc1	15.5%
CCCN(CC1CC1)C(=O)c1c(OCC2CC2)cc(=O)n2c1CCCCC2	2.1%
COc1ccc(C(=O)[C@H]2[C@H]3C(=O)N(c4ccc(C)cc4)C(=O)[C@H]3C3C=CC=NN32)cc1 (stereo partly specified)	32.9%
COc1ccc(-c2nc(CN3CC[C@H]4CC[C@@H](C3)N4)c(C)o2)c(OC)c1C	39.1%[activator]
O=C(CCC1CCCC1)NCCc1cccnc1	-4.8%
O=C(NNC(=O)c1cnccc1C(F)(F)F)c1cccc(Cl)c1	4.6%
O=C(Cn1cc(S(=O)(=O)c2ccccc2)c(=O)c2cc(Cl)ccc21)Nc1ccc2c(c1)OCO2	?
Cc1ccc(S(=O)(=O)N2CCCC(CCC(=O)NCCCc3ccccc3)C2)cc1 (stereo unspecified)	-8.7%
CC(=O)c1ccc2c(c1)OCCOCCOc1ccc(C(C)=O)cc1OCCOCCO2	3.7%
COc1ccc(-c2noc(CC3CCN(C(=O)Cc4ccsc4)CC3)n2)cc1	-7.0%
CCOC(=O)c1c(C)[nH]c(C)c1C(=O)CSc1ncnc2sc3c(c12)CCC3	-31.2%
Cn1ccc(NC(=O)c2ccc3c(c2)NC(C)(COc2ccccc2)CO3)n1 (stereo unspecified)	?
Cc1ccc(NC(=O)Cn2c(=O)n(Cc3nc(C)no3)c(=O)c3ccccc32)c(Cl)c1	13.1%
CN1CCC(OC2CCN(C(=O)COc3ccc(Cl)cc3)CC2)CC1	0.8%
COc1c(F)cc(CN2CCCC3(CCNC3)C2)cc1F (stereo unspecified)	3.4%
CCc1ccc2c(c1)-c1ccccc1S(=O)(=O)N2CC(=O)N(CC)CC	6.9%
C[C@@H]1CN(C(=O)c2scc3c2CCCC3)C[C@@]1(O)C1CC1	-6.1%
Cc1cccn2c(=O)c(/C=C(\C#N)c3nc4ccccc4s3)c(Oc3ccc(Br)cc3)nc12	?
CC(C)c1nc(CNC(=O)c2ccc(NC3CCCCC3)nc2)no1	22.4µM*
Cc1cccc(CC(=O)N2CC(c3nc(CCc4ccccc4)no3)C2)c1	1.1%
Cc1cccc(C)c1NC(=O)Cn1cc(C(=O)c2ccco2)c2ccccc21	10.6%
Cc1cc(C)n(CC2(CNC(=O)c3cc(S(N)(=O)=O)ccc3F)CC2)n1	33.0%[activator]
CN(CCNC(=O)c1cc2ccccc2oc1=O)c1ccccc1	-5.4%
COc1cccc(C(=O)C2CCCN(Cc3ccc(OC)c(Cn4cncn4)c3)C2)c1 (stereo unspecified)	10.7%
COc1ccc(NC(=O)CN2CCN(S(=O)(=O)N3CCCCCC3)CC2)cc1	7.1%
CC(C)CNc1ccc2c(n1)C(C)(C(=O)NC1COC1)CN(Cc1ccccc1)C2 (stereo unspecified)	31.6µM*
COc1ccc(NC(=O)Cn2ccn3nc(-c4ccc(F)cc4)c(CO)c3c2=O)cc1OC	-13.4%
CCc1ccc(-n2nc3ccc(NC(=O)COc4ccc(OC)cc4)cc3n2)cc1	?
Cc1ccc(S(=O)(=O)c2cn(Cc3ccccc3)c3cc(N4CCCC4)c(F)cc3c2=O)cc1	-26.1%
CCOC(=O)NC1CCCN(CC=C(C)C)C1 (stereo unspecified)	9.8%
CC#CC[N+](C)(CC#CC)CC(=O)c1ccccc1	-14.9%
Cc1ccc(Cc2cn3cc(-c4ccc(F)cc4)nc3s2)cc1	-10.1%
Cc1nc(SCc2ccccc2Cl)c(C#N)c(C)c1C	-18.3%
O=C(NCCN1CCCC1)c1cnc2c(c1)N(C(=O)Cc1cccc(C(F)(F)F)c1)CCC2	?
CCN1C(=O)CCN(C(C)=O)CC12CCOCC2	7.3%
CC(C)(C)CC(=O)NC1CCN(c2cnn(CC3CC3)c(=O)c2)CC1	8.0%
COc1ccc(-n2c3c(cc(-c4ncnn4-c4ccc(C)cc4C)c2=O)C(=O)CC(C)(C)C3)cc1	3.9%
Cc1ccc(Cn2c(C3CCN(C(=O)c4ccc(C)s4)CC3)n[nH]c2=O)cc1	6.6%
O=C(NCc1ccncc1)C1CN(S(=O)(=O)c2ccc(F)cc2)CC12CCOCC2 (stereo unspecified)	-8.5%
c1ccc2c(c1)cnn2CCCNc1ncncn1	20.8%
CCc1ccc(CN(C)CC(=O)N(C)c2c(N)n(Cc3ccccc3)c(=O)[nH]c2=O)cc1	3.3%
Cc1[nH]ncc1C(=O)N1CCOC(Cc2ccc(F)cc2)C1 (stereo unspecified)	24.0%
CCOC(=O)c1[nH]c2ccccc2c1NC(=O)c1ccccc1OC	-22.1%

(cont.)
SMILES	KDM5B inhibitor
CCc1nn(CC(=O)N2CCN(c3cc(C)ccc3C)CC2)c(=O)c2cc3occc3n12	-35.2%
CC1(c2ccccc2)N(Cc2ccccc2C#N)C(=O)OC12CCN(C(=O)Cc1ccccn1)CC2 (stereo unspecified)	22.1%
COc1ccccc1NC(=O)c1sc2nc3c(cc2c1N)CCCCCC3	?
Cc1[nH]c2ccccc2c1C(=O)C(=O)NC1CCS(=O)(=O)C1 (stereo unspecified)	-13.0%
COc1ccccc1C(=O)N1CCCC2(CC(c3ccccn3)=NO2)C1 (stereo unspecified)	23.3%[115 µM]
COc1cccc(Oc2cnc(N)nc2-c2ccc(OC)cc2O)c1	-1.5%
Cc1ccccc1NCC(=O)N1CCN(S(=O)(=O)c2ccc3ccccc3c2)CC1	59.5%[activator]
COc1ccc(C2CC(=O)N(CC(=O)Nc3cc(C)cc(C)c3)c3ccccc3S2)cc1OC (stereo unspecified)	-17.5%
CCN1C(=O)COC[C@@H]1[C@H](O)c1ccc(NC(=O)c2ccco2)cc1	-1.7%[86.2 µM]
Cc1nc2ccc(C(=O)NCCCOCC3CC3)cc2nc1C	3.2%
CCOCCc1c(O)nc(SCC)[nH]c1=O	0.8%
Oc1ccccc1CNC[C@H]1O[C@H](Cc2cc(CN3CCN(c4ccccc4)CC3)on2)CC[C@@H]1O	139.0%[activator]
CCOc1ccc(CNC(=O)C2CCN(c3nn4c(=O)cc(C)nc4s3)CC2)cc1	-61.7%
CN(C)S(=O)(=O)c1ccc2c(c1)N(CC(=O)NCc1cccc(Br)c1)C(=O)CS2	2.1%
Cc1sc2nc(CSc3nnnn3C3CCCCC3)[nH]c(=O)c2c1C	9.4%
Cc1nn(CC(=O)Nc2ccc(C(C)C)cc2)c(=O)c2cccn12	-0.1%
CC(=O)Nc1c(-c2ccccc2)c(C)nn1-c1ccc(C(=O)N2CCN(C)CC2)cc1	18.8%
Cc1ccc(-c2nc3ccccc3s2)cc1S(=O)(=O)N1CCOCC1	-16.0%
O=C1CCN(C(=O)C2CCOCC2)CCCC(c2nc(-c3ccccc3)no2)CCN1 (stereo unspecified)	3.7%
Clc1ccc2c(c1)-n1cc(-c3ccccc3)nc1CO2	-39.7%
Cc1nc2cc(NC(C)C(=O)Nc3ccccc3C(C)C)ccc2o1 (stereo unspecified)	-18.9%
N#Cc1ccccc1N=Cc1cccc(Cl)c1	-20.0%
CCc1ccccc1NC(=O)c1c(OC)cc(=O)n2c1CCCC2	-12.6%
CCOC(=O)N1CCC2(CC1)N=C(CCC(C)C)NC2=O	32.3%[activator]
CCCN1CCN(C(=O)c2c(C)sc3ccn(CC(C)C)c(=O)c23)CC1	?
COCCS(=O)(=O)c1ncc(CN2CCCCO2)n1Cc1ccccc1	48.4%[activator]
Cc1noc(C)c1CC(=O)N1CCCCCCNC(=O)CC1	-19.1%
O=C(c1ccccc1C(F)(F)F)N1CCC(n2cnnc2C2CC2)CC1	-3.8%
CCn1c(C2CCN(C(=O)CCNC(=O)c3ccc(F)cc3)CC2)n[nH]c1=O	-3.5%
Cc1nc2nc[nH]n2c(=O)c1NS(=O)(=O)c1ccc(Br)cc1	-10.1%
CCCCNC(=O)Cc1c(C)nc2nc(N)nn2c1C	?
Cc1ccc(NC(=O)CN2c3ccccc3CC2C)c(Cl)c1 (stereo unspecified)	-4.2%
CCOc1ccccc1C(=O)N1CCC[C@H]1c1nc(-c2ccc(F)cc2)no1	5.2%
COCC1CN(Cc2cc(Br)ccc2OC)CC12CCNCC2 (stereo unspecified)	?
CCN(CC)S(=O)(=O)c1ccc(C)c(NC(=O)C2CCCN(C(=O)c3ccc(Cl)cc3)C2)c1 (stereo unspecified)	-9.7%
Fc1ccc(N/N=C/c2ccc(Cl)c(Cl)c2)c(F)c1	-13.7%
O=C(c1ccc(Cl)cc1)N1CC2(CCN(Cc3ccncc3)C2)OCc2ccccc21 (stereo unspecified)	39.8µM*
CC(C)(C)NC(=O)NC(=O)COc1ccccc1C#N	-9.1%
O=C(CCC1CCCN(Cc2cc3ccccc3s2)C1)Nc1ccccc1F (stereo unspecified)	?
O=C(O)CSCc1cccnc1	-4.4%
O=C(CN1C(=O)NC(c2ccc(Cl)cc2)C2=C1COC2=O)Nc1cc(F)cc(F)c1 (stereo unspecified)	-4.3%
O=C(NCC1CCN(Cc2cccc(F)c2)CC1)[C@@H]1COCC(=O)N1Cc1ccccc1	-22.0%
O=C(Nc1nc2ccsc2c(=O)s1)c1ccco1	?
COc1cc2c(cc1NS(C)(=O)=O)C(c1cccc3c1OCO3)CC(=O)N2 (stereo unspecified)	7.5%
Cc1nnsc1C(=O)NC(=O)Nc1ccc(F)c(Cl)c1	12.8%
CN(C)c1ccc(P(=O)(OC2CCCCC2)C(Nc2ccccc2)c2cccnc2)cc1 (stereo unspecified)	26.5%
CC(C)n1cnnc1-c1nn(C)c2c1CN(C(=O)CCc1c[nH]c3ccccc13)CC2	14.1%
COc1ccccc1NC(=O)Cn1c(C)cc2nc3n(c(=O)c21)CCCCC3	215.6%[activator]
COCC(=O)N(C1CCOCC1)C1CCN(S(=O)(=O)c2cccc(F)c2)CC1	17.6%
Cc1cccc(CNC(=O)C2CCc3sc(C(=O)N4CCOCC4)cc3C2)c1 (stereo unspecified)	-3.5%
COc1ccc(CNc2ncnc3c2nc2n3CCCC2)cc1	-24.5%
COc1cccc(C(=O)N(C)C2CCc3ccccc32)c1 (stereo unspecified)	0.0%[86.2 µM]
CCc1ccccc1NC(=O)N1CCC(OC2CCN(S(C)(=O)=O)CC2)CC1	-6.3%
Cc1ccc(C)c(NC(=O)Cn2c(=O)n(CCC(=O)NCc3ccc4c(c3)OCO4)c(=O)c3ccccc32)c1	12.5%
O=C(c1cc(Cl)ccc1F)N1CCC[C@H]1c1nc(-c2ccccc2)no1	-15.0%
Cc1ccc(C)c(NC(=O)CN(C)C(=O)c2cc3ccccc3oc2=O)c1	1.8%
Cc1ccc(Oc2nc3c(c(=O)n(Cc4ccccc4F)c(=O)n3C)n2C)cc1	14.9%
COCC(=O)N[C@H]1C[C@@H](CO)N(Cc2cccc(OC)c2)C1	11.7%
CC(=O)Nc1cccc(C(=O)N2CCC(n3nccc3NC(=O)CC(C)C)CC2)c1	-4.3%

Grouped by structure, those above with two or more sulfur atoms (six)
SMILES	KDM5B inhibitor
CS(=O)(=O)c1ccc(C(=O)N(Cc2ccco2)Cc2cccs2)cc1	5.5%
CCOC(=O)c1c(C)[nH]c(C)c1C(=O)CSc1ncnc2sc3c(c12)CCC3	-31.2%
CN(C)S(=O)(=O)c1ccc2c(c1)N(CC(=O)NCc1cccc(Br)c1)C(=O)CS2	2.1%
Cc1sc2nc(CSc3nnnn3C3CCCCC3)[nH]c(=O)c2c1C	9.4%
Cc1ccc(-c2nc3ccccc3s2)cc1S(=O)(=O)N1CCOCC1	-16.0%
O=C(Nc1nc2ccsc2c(=O)s1)c1ccco1	?

Structures above printed as active in KDM5B inhibitor.
SMILES	KDM5B inhibitor
COc1ccc2[nH]c3c(c2c1)CCN(C)C31CCN(C(=O)c2cn(C)cn2)CC1	25.1µM*
CC(C)c1nc(CNC(=O)c2ccc(NC3CCCCC3)nc2)no1	22.4µM*
CC(C)CNc1ccc2c(n1)C(C)(C(=O)NC1COC1)CN(Cc1ccccc1)C2 (stereo unspecified)	31.6µM*
O=C(c1ccc(Cl)cc1)N1CC2(CCN(Cc3ccncc3)C2)OCc2ccccc21 (stereo unspecified)	39.8µM*
